# Compound activity (PubChem BioAssay)
# Tb MetRS inh – Trypanosoma brucei MetRS inhibition; AID 624268; inhibition, % at 11.9 µM; hit rate 0.4% among 360,000; purified T. brucei MetRS, ATP depletion, Kinase-Glo luminescence;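 active = inhibition above a per-plate cutoff of the control wells' mean inhibition plus 3 SD, cut at about 5.5% in these data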;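 note: 0% = DMSO wells median and 100% = median of wells with control inhibitor compound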
#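 Assay system: T. brucei methionyl-tRNA synthetase, purified | Medium: HEPES buffer with MgCl2, KCl, DTT, spermine, BSA, pyrophosphatase | Compound: 11.9 µM single point | Incubation: 15 min enzyme-compound preincubation, 2 h reaction, 10 min detection, 25 °C | Measured by: Kinase-Glo luciferase luminescence reporting remaining unconsumed ATP | Measure: % inhibition normalized to control-well medians | Replication: Singlicate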
# FAS-TE inh – inhibitors of human fatty acid synthase thioesterase domain | recombinant FAS-TE, OMFH fluorogenic substrate, fluorescence endpoint | inhibition, % at 15 µM | hit rate 0.67% among 360,000 | P49327;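 active = compounds whose normalised, plate-corrected inhibition of enzyme fluorescence in the single-dose primary screen is 50% or more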;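 note: 0% = DMSO with enzyme and 100% = substrate without enzyme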
# bovine MsrA act – activators of bovine methionine sulfoxide reductase A. hit rate 0.3% among 360,000. purified bovine MsrA, absorbance read-out. AID 602163. activation, % at 10.6 µM; in the data active = activation above about 7.5%;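 note: 0% = vehicle and 100% = reference activator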
# MT1-MMP act inh – MT1-MMP (human) activation inhibition | P50281 | HT1080 RFP-PRO-GFP cells, GFP/RFP ratio fluorescence, overnight; percent of plate control window, DMSO zero | GFP/RFP ratio change, % at 20 µM | hit rate 0.061% among 360,000;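 active = GFP/RFP ratio change of at least 30% with cell ATP level not reduced by more than half and red fluorescence within 50% of control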; note: strong numbers were not always called active
#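 Assay system: RFP-PRO-GFP reporter HT1080 cells; read-out basis: GFP/RFP fluorescence ratio; benchmarks: DMSO wells and RFP-L50D-GFP cells; doses: 20 µM single dose, 1% DMSO; schedule: overnight cell settling, then overnight compound exposure, 37 °C, 5% CO2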
# NRP1-CendR mod – modulators of CendR peptide binding to human neuropilin-1 | hit rate 0.85% among 360,000 | O14786 | inhibition, % at 25 µM | AID 602438 | FAM-RPARPAR peptide binding to NRP-1, fluorescence polarization;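 active = inhibition or corrected inhibition above about 18%, plus a signal ratio from 0.5 to 1.5, limit read from the data, passing the limit was not always enough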; note: strong numbers were not always called active
# SKN-1 block – inhibitors of C. elegans SKN-1 | inhibition, % at 21.8 µM | C. elegans VP596 Pgst-4::GFP/RFP ratio, acrylamide-induced, 24 h | hit rate 0.49% among 360,000;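 active = interference check ratio from 0.5 to 1.5 plus GFP to RFP signal ratio inhibition reaching or exceeding a fixed threshold, cut at about 30% in these data, passing the limit was not always enough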; note: some compounds called inactive have numbers as strong as hits
# MsrA inhibitor – inhibitors of bovine MsrA | inhibition, % at 15.5 µM | AID 651718 | purified bovine MsrA, absorbance read-out | hit rate 0.75% among 360,000; in the data active = inhibition above about 4.5%;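 note: 0% = vehicle wells with enzyme and 100% = reference inhibitor wells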
# PABP1 MLLE inh – blocks PAM2 peptide binding to the PABP1 MLLE domain; P11940; GST-MLLE / FITC-PAM2 fluorescence polarization; inhibition, % at 20 µM; hit rate 0.36% among 360,000; AID 588489; in the data active = inhibition above about 35%, passing the limit was not always enough;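 note: plate controls were DMSO wells with GST-MLLE for no effect and wells lacking GST-MLLE protein for full effect; some results filed as inactive read as strong as hits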
# Target sequence (P11940 whole entry, looked up, the tested form may be a part): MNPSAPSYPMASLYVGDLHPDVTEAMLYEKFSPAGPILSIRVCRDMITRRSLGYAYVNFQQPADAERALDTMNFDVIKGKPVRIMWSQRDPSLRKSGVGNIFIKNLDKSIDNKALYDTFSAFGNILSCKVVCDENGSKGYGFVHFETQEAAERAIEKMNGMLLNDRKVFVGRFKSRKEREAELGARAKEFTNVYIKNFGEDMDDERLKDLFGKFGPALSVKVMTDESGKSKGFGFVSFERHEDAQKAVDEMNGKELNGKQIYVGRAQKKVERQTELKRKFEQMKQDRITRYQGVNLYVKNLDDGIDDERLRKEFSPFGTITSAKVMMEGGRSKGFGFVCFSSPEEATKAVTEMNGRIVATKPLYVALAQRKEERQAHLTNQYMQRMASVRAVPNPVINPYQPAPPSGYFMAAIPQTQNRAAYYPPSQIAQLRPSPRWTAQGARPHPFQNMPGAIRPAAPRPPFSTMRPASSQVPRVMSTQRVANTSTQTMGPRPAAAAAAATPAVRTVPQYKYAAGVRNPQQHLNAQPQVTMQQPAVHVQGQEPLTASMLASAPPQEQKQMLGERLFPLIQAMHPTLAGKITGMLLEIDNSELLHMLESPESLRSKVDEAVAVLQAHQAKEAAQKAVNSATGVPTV
# E coli Lon inh – E. coli protease La inhibition; hit rate 0.42% among 360,000; P0A9M0; AID 602123; purified E. coli Lon protease, fluorescence polarization; inhibition, % at 7.94 µM; in the data active = inhibition above about 13%, passing the limit was not always enough;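 note: 0% = enzyme with probe and DMSO and 100% = no enzyme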
# Starred values were filed as active, the others as inactive; . = no result given. Hits appear at their usual frequency; any-hit rate near 4%.
mol	Tb MetRS inh	FAS-TE inh	bovine MsrA act	MT1-MMP act inh	NRP1-CendR mod	SKN-1 block	MsrA inhibitor	PABP1 MLLE inh	E coli Lon inh
Cc1cc2c(=O)n(C)c(SCC(=O)Nc3ccc(F)cc3)nc2s1	-0.5	-4	3	-1	-2	0	-0.3	0	8
CC(C)C(=O)Nc1ccc(-c2nc3ncccc3o2)cc1	-0.9	-7	1	3	4	19	4.6*	11	-6
COc1ccc(CCCc2n[nH]c(=S)n2C)cc1C	-1.1	-4	-5	1	0	8	0.1	-35	10
O=C(CSc1nncs1)N1CCN(C(=O)c2ccco2)CC1	-0.2	-4	0	-1	18	-1	-0.3	-4	-16
O=C(NCc1ccccc1Cl)[C@H]1CCCN1C(=O)[C@H]1CCCN1	-1.3	-15	-4	-1	13	8	-2.0	.	-1
COc1cc(OC)cc(C(=O)NC(C(=O)Nc2ccc3c(c2)OCO3)C(C)C)c1 (stereo not drawn)	0.1	1	0	-11	0	6	-0.3	-1	-8
CC1=C(C(=O)OCC2CCCO2)C(c2ccncc2)C2=C(CCCC2=O)N1 (stereo not drawn)	0.1	-6	1	2	8	6	1.2	3	5
Cc1[nH]c(=O)[nH]c(=O)c1/C=N/NC(=O)[C@H](C)N	1.3	-2	-4	0	-1	1	0.1	19	5
Cc1cccc(CCN2C(Nc3ccccc3)=NC[C@@H]2C)c1	-0.3	-13	-7	0	-10	1	-0.1	3	3
Cc1ccc(S(=O)(=O)N(CCC(=O)N2CCOCC2)c2ccccc2)cc1	-0.2	-6	-2	-2	7	3	0.5	-98	-6
Cc1nnc(SCC(=O)NCc2ccco2)n1-c1ccc(F)cc1	0.6	-7	-1	6	4	11	-0.9	5	-1
O=C1CCc2cc(S(=O)(=O)NC(Cc3ccccc3)C(=O)NC3CCCC3)ccc2N1 (stereo not drawn)	-0.2	-4	-5	-6	-5	0	-0.5	-5	2
CCOC(=O)C(=O)Nc1ccc([N+](=O)[O-])cc1OC	0.2	-4	-5	1	-9	11	2.4	-7	-3
CCN(CC)S(=O)(=O)c1ccc(/C=C/C(=O)Nc2ccc(F)c(F)c2F)cc1	-0.3	8	-2	15	1	-9	-0.9	-2	-10
O=C(Nc1ccc(Br)cc1Br)C1CC(=O)N(Cc2ccccc2)C1 (stereo not drawn)	-0.4	-2	-4	2	-4	-3	0.3	-12	-2
Cc1ccccc1OCC(O)CN1CCN(c2ccccn2)CC1 (stereo not drawn)	-0.7	-8	-8	0	3	0	-0.7	1	-5
Cc1ccsc1/C=N/N1CCN(c2ccccn2)CC1	-1.1	5	-1	-2	-10	11	0.6	11	23
Cc1cc(C)n(-c2ccc(Cl)c(C(=O)Nc3ccc(-c4nnc5n4CCCCC5)cc3)n2)n1	-0.3	-5	-2	4	3	14	0.9	-62	3
CCOC(=O)[C@]12CCC=C1N(Cc1ccco1)C(=O)[C@H](CC(=O)N1CCC(c3ccccc3)CC1)C2	-2.1	-2	-13	2	-30	11	-0.1	.	-6
CC(=O)Nc1ccc(S(=O)(=O)N2CCC(c3nnc(-c4ccc(C)cc4)o3)CC2)cc1	0.3	19	-1	-5	-4	-4	.	-1	0
CSCc1ccc(C(=O)Nc2ccc(C(N)=O)cc2)cc1	0.2	-4	-2	1	6	-2	-0.9	-5	7
O=c1ncn(-c2ccc(F)cc2)c2ncccc12	-0.1	-6	-3	-1	-9	12	0.4	-5	3
COc1ccc(/C=N/NC(N)=S)cc1	-0.8	-4	-8	1	4	-4	2.4	-44	4
Cn1c(SCc2cccc(Cl)c2)nc(C(F)(F)F)cc1=O	-0.2	63*	8.4*	-1	2	14	-1.1	-1	0
Cc1ccc(C(=O)NC(=S)NNC(=O)c2ccccc2O)cc1	-0.8	-1	0	3	4	3	-0.4	-18	-12

# (listing goes on)
mol	Tb MetRS inh	FAS-TE inh	bovine MsrA act	MT1-MMP act inh	NRP1-CendR mod	SKN-1 block	MsrA inhibitor	PABP1 MLLE inh	E coli Lon inh
Cc1cccc(CCNc2nc3ccc(C)cc3n3cnnc23)c1	-1.0	0	-3	5	-20	7	-1.5	-8	-50
CCN(C[C@H]1N[C@@](Cc2ccccc2)(C(=O)OC)[C@H]2C(=O)N(C)C(=O)[C@@H]12)S(=O)(=O)c1ccc(-c2ccccc2)cc1	0.6	52*	-1	-3	-2	6	-0.7	-8	-2
CCN(CC(=O)NCc1ccc(F)cc1)C(=O)c1cccc(S(=O)(=O)N(C)c2ccc(OC)cc2)c1	0.1	9	-2	3	14	14	0.6	-1	-4
CC(C)OC(=O)c1ccc(NC(=S)NC(=O)c2cncc(Br)c2)cc1	-1.1	2	-4	-7	3	8	-1.4	28	5
COc1cc(C(=O)NNC(=O)c2ccco2)cc(OC)c1OC	-0.1	-4	0	3	0	14	-0.4	-3	-2
CCOC(=O)c1ccc[n+](CC(=O)c2ccc(OC)cc2)c1	-0.8	-10	-10	4	13	-3	-0.3	-4	-9
COc1ccccc1C1=CC(=O)C[C@H](c2ccc3c(c2)OCO3)C1	-0.3	23	-1	3	9	22	6.3*	0	-19
CCC(=O)Nc1ccc(N2CCN(Cc3ccccc3F)CC2)cc1	-1.0	-10	-11	4	-3	-10	1.7	2	-3
CCOC(=O)CCN(C(=O)Nc1ccccc1)C1CCCCC1	-0.2	-4	0	1	3	14	-0.3	0	7
COc1ccc(CCNC(=O)CN2C(=O)c3cccc4cccc(c34)C2=O)cc1OC	-0.1	0	-1	0	3	0	1.0	0	3
O=S(=O)(Cc1ccc(Cl)cc1)N1CCCC1	0.4	-6	-2	1	-9	10	0.9	-6	6
O=C(O)c1ccccc1C(=O)Nc1ccc(Oc2cccc(C(F)(F)F)c2)nc1	-0.1	-4	-6	3	0	2	1.5	-1	8
Cc1ccc(OCC(O)CNC(=O)c2ccccc2C(=O)O)cc1 (stereo not drawn)	0.3	-2	-1	9	8	-2	-0.5	-3	-1
O=C(COc1ccc(Cl)cc1)OCC(=O)N1CCCc2ccccc21	-0.1	14	-2	1	11	8	-0.8	6	10
CC(C)Cn1c(SCC(=O)Nc2cc(Cl)c(Cl)cc2Cl)nc(O)cc1=O	-0.2	17	-5	-7	-6	17	0.4	3	-14
CN(C)CCCN(C(=O)CCc1ccccc1)c1nc2ccc(Cl)cc2s1	1.6	16	-2	-7	-8	3	-1.2	-1	0
Cc1ccsc1/C=N/NC(=O)c1nnn(-c2nonc2N)c1C	0.0	-1	-3	1	3	-18	3.1	-5	-9
Cc1ccc([C@@H]2[C@@H]3C(=O)N(C)C(=O)[C@@H]3[C@]3(Cc4ccccc4)C(=O)N(CCO)CC(=O)N23)o1	0.2	-11	-4	1	17	0	-0.7	2	-4
Cc1nc(NCCCn2ccnc2)c2oc3ccccc3c2n1	0.1	-4	2	2	-3	14	0.1	0	-1
O=C(CSc1cccc2cccc(Cl)c12)NC1=NCCS1	0.2	6	1	2	2	15	-0.4	12	4
CCc1nnc(NC(=O)CN2CCC(O)(c3ccccc3OC)CC2)s1	-0.2	-6	-1	-2	-4	9	0.6	8	-5
COCCCNCCOCCSc1ccc(Cl)cc1	-0.6	-11	-5	3	3	1	-1.5	7	-5
O=c1nc2n(c3ccc([N+](=O)[O-])cc13)CCCCC2	-0.4	-5	-1	5	3	-6	-0.4	-1	-9
CC1Cc2ccccc2N1C(=O)CSc1ccccc1 (stereo not drawn)	0.1	5	4	-3	1	0	-0.4	0	3
CCOC(=O)N1CCN(C(=O)c2ccc3c(c2)ncn3C2CCCC2)CC1	0.0	-1	-1	4	0	-3	-0.5	-1	1

# Records listed so far that bear a hit mark in bovine MsrA act.
SMILES | bovine MsrA act | MT1-MMP act inh | NRP1-CendR mod | SKN-1 block | MsrA inhibitor | PABP1 MLLE inh | E coli Lon inh
Cn1c(SCc2cccc(Cl)c2)nc(C(F)(F)F)cc1=O | 8.4* | -1 | 2 | 14 | -1.1 | -1 | 0

# (further entries)
mol	Tb MetRS inh	FAS-TE inh	bovine MsrA act	MT1-MMP act inh	NRP1-CendR mod	SKN-1 block	MsrA inhibitor	PABP1 MLLE inh	E coli Lon inh
CCOC(=O)N1CCN(Cc2nc3cc(NC(C)=O)ccc3n2C)CC1	-1.2	-7	-4	-2	-6	-2	-0.7	1	-3
CCC(C)c1ccccc1N1CC(C(=O)N2CCN(c3ccccc3)CC2)CC1=O (stereo not drawn)	-0.3	-10	-1	4	5	-13	-0.4	1	3
O=C(NNC(=O)c1ccccc1F)c1cccs1	-0.2	-2	-1	3	-3	-2	-0.4	-1	-13
O=S(=O)(c1ccccc1F)N1CCN(CC(O)c2ccccc2)CC1 (stereo not drawn)	-0.1	-4	-2	3	-11	-11	0.9	14	-8
COc1cc(C(=O)Nc2ccn(C)n2)ccc1OC(F)F	0.6	-7	-5	2	13	-2	0.3	-1	-5
CC1=CC(c2ccc(Cl)cc2)n2nc(N3C(=O)CCC3=O)nc2N1 (stereo not drawn)	-1.1	-2	-7	-3	2	-34	.	-5	-2
C#CCN(C[C@@H]1[C@@H](OC(=O)NCc2ccccc2)[C@@H](OC(=O)NCc2ccccc2)CN(C(=O)OC(C)C)N1C(=O)OC(C)C)S(=O)(=O)c1ccc(C)cc1	-0.4	14	1	-6	-2	9	0.1	-7	-1
COc1cccc(NC(=O)CN(C)C(=O)C(C)Sc2ccccc2)c1 (stereo not drawn)	0.0	-2	-3	-3	14	6	2.3	10	5
COc1cccc(CNC(=S)Nc2cc(OC)ccc2OC)c1	0.3	2	-4	-3	5	11	2.2	-15	5
CCOC(=O)CN(C(=O)CSc1nnc2c(n1)[nH]c1ccccc12)c1ccccc1	1.0	-2	-1	1	8	-7	2.1	-14	-11
Cc1cc(C(=O)COC(=O)COc2ccc(C#N)cc2)c(C)n1C1CC1	-0.3	6	-3	2	6	6	-1.0	-11	-8
COc1ccc([C@@H]2CC(=O)c3c(O)cc(O)cc3O2)cc1O	-0.3	-4	-4	-4	-2	-3	1.2	-4	3
CCc1ccc(NC(=O)CCn2c(=O)c3cccn3c3ccccc32)cc1	-0.7	24	0	-1	-4	10	0.4	-11	-4
COc1ccc(-c2nnc3ccc(SCC(=O)Nc4cc(C)on4)nn23)cc1OC	0.1	-4	2	-2	3	-5	-0.9	-1	-3
CCN1CCN(CCCNC(=O)c2ccc(NC(=O)C3=CSCCO3)cc2)CC1	0.0	-5	-5	-7	15	13	0.0	-9	-5
CCN(CC)S(=O)(=O)c1cc(NC(=O)COC(=O)c2sc3ccccc3c2Cl)ccc1C	-1.5	-1	-5	0	-4	8	-0.7	1	5
NC(=O)N/N=C/c1cn(-c2ccccc2)nc1-c1cccs1	-1.4	3	-1	1	-3	10	1.3	2	10
Cc1sc2c(=O)n3c(nc2c1C(=O)NC1CCCCC1)CCCCC3	-2.3	3	-8	2	13	-30	0.9	-7	-9
c1nc2sc3c(c2c2nnnn12)CCCC3	-0.9	-2	-3	-17	-15	5	0.7	-9	-3
CCOc1ccc(NC(=O)CCN2CCN(S(=O)(=O)c3ccc(Cl)cc3)CC2)cc1	0.3	13	-2	-1	3	22	-0.8	-1	-3
